GAA850 FXN act: FXN promoter activators, primary screen, cell-based, luciferase luminescence, HEK293 lucGAA850; HEK293 lucGAA850 FXN promoter luciferase reporter, 24 h; percent of 10 µM SAHA response; activation, % at 6 µM; 360,000 compounds, 0.56% hits; AID 540364, 2011;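 active = activation above the average of all compounds screened plus 3 SD, cutoff fixed separately per campaign, cut at about 7.5% in these data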;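 note: 0% = DMSO wells and 100% = 10 µM SAHA wells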
KLK7 zymogen act: proKLK7 zymogen activators, primary screen, biochemical, fluorescence intensity | purified proKLK7, EDANS-DABCYL substrate fluorescence; 100% is mature enzyme control, 0% vehicle | 370,000 compounds, 0.9% hits | activation, % at 7 µM | Kallikrein-7 (Homo sapiens), P49862;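 active = activation above the mean of all tested compounds plus 3 SD, computed per campaign excluding outliers beyond control limits, cut at about 13% in these data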
Target sequence (P49862 whole entry, looked up): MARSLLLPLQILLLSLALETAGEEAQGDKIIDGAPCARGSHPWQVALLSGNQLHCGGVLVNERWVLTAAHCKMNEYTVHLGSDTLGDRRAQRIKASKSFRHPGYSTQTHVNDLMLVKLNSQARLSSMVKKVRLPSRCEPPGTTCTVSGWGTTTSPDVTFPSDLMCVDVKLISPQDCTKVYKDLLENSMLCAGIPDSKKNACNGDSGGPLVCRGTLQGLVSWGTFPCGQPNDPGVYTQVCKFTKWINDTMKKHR
DAX1 inh-1: DAX1 (NR0B1) inhibitors, primary screen, cell-based, HEK293, Gal4-DAX1, luciferase luminescence; Nuclear receptor subfamily 0 group B member 1 (Homo sapiens), P51843; HEK293 Gal4-DAX1 luciferase reporter; inhibition, % at 6.75 µM; 340,000 compounds, 0.99% hits; AID 504766, 2011;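 active = inhibition above the mean over all tested compounds plus 3 SD, cut at about 4.2% in these data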;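 note: 0% = DAX1-transfected cells with DMSO and 100% = empty-vector control cells with DMSO; inhibition shows as a rise in luminescence from relieved DAX1 repression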
Target sequence (P51843 207-470 limits assumed): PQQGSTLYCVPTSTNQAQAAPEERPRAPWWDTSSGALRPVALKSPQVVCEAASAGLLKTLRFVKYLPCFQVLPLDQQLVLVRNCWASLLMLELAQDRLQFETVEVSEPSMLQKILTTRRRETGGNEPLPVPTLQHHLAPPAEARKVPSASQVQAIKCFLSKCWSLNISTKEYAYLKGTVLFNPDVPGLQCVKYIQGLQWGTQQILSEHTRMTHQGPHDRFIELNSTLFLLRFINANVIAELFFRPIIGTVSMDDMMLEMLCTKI
GC-A act: GC-A stimulated cGMP production enhancers – HEK293 GC-A cells, cGMP TR-FRET, EC30 ANP, primary screen | Atrial natriuretic peptide receptor 1 (Homo sapiens), P16066 | 0% at EC30 ANP, 100% saturating ANP | 370,000 compounds, 0.14% hits | activation, % at 10 µM; in the data active = activation above about 40%
hgDAF-12 ag: H. glycines DAF-12 receptor agonists, primary screen, cell-based, luminescence, HEK293, GAL4 fusion, UAS-luciferase; Nuclear hormone receptor DAF-12 (Heterodera glycines), GAL4 fusion; HEK293 GAL4-hgDAF12 UAS-luciferase reporter, agonist luminescence; normalized to butyrate control; activation, % at 6.8 µM; 370,000 compounds, 1.8% hits;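 active = activation above a cutoff set at the mean of all screened compounds plus 3 SD, cut at about 10% in these data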;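 note: 0% = DMSO wells and 100% = sodium butyrate wells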
DAX1 inh-2: DAX1 (NR0B1) inhibitors on StAR promoter, primary screen, cell-based, luminescence, SF-1 (NR5A1), full-length DAX-1; inhibition, % at 6.8 µM; HEK293T StAR-luciferase reporter, SF-1/DAX-1 repression relief; 370,000 compounds, 1.1% hits; AID 652010, 2013;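 active = inhibition above the mean over all tested compounds plus 3 SD, cut at about 3.6% in these data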;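 note: 0% = DAX-1 cells with DMSO and 100% = cells lacking DAX-1 with DMSO; higher inhibition means more luminescence from relief of DAX-1 repression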
NPR2 activator: human GC-B receptor activators, primary screen, HEK293 GC-B cells, cGMP TR-FRET, EC30 CNP | activation, % at 10 µM | 0% at EC30 CNP, 100% saturating CNP | Atrial natriuretic peptide receptor 2 (Homo sapiens), P20594 | 370,000 compounds, 0.11% hits;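 active = activation at 10 µM reaching about 35% in either raw or pattern-adjusted values, limit read from the data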
ssDAF-12 act: S. stercoralis DAF-12 nuclear receptor activators, primary screen, cell-based, luminescence, HEK293, GRIP1 co-expression, lit1-tk-luc; 370,000 compounds, 1% hits; AID 652126, 2013; activation, % at 6.8 µM; HEK293 ssDAF-12/GRIP1 lit1-tk-luc reporter; % of 3 µM dafachronic acid response; Nuclear hormone receptor DAF-12 (Strongyloides stercoralis);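 active = activation above the mean over all tested compounds plus 3 SD, cut at about 0.9% in these data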;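 note: 0% = DMSO-only wells and 100% = 3 µM delta7-dafachronic acid wells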
HGIII-sPLA2 inh: human group III sPLA2 inhibitors, primary screen, biochemical, QFRET, BODIPY PC-A2 liposome substrate | Group 3 secretory phospholipase A2 (Homo sapiens), Q9NZ20 | QFRET BODIPY PC-A2 liposome hydrolysis, fluorescence | inhibition, % at 12.2 µM | 370,000 compounds, 0.56% hits | AID 743126, 2013;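 active = inhibition above mean plus 3 SD of compounds lying within the high and low control bounds, cut at about 19% in these data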;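 note: 0% = median of test compound wells and 100% = no enzyme DMSO wells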
Target sequence (Q9NZ20 whole entry, looked up): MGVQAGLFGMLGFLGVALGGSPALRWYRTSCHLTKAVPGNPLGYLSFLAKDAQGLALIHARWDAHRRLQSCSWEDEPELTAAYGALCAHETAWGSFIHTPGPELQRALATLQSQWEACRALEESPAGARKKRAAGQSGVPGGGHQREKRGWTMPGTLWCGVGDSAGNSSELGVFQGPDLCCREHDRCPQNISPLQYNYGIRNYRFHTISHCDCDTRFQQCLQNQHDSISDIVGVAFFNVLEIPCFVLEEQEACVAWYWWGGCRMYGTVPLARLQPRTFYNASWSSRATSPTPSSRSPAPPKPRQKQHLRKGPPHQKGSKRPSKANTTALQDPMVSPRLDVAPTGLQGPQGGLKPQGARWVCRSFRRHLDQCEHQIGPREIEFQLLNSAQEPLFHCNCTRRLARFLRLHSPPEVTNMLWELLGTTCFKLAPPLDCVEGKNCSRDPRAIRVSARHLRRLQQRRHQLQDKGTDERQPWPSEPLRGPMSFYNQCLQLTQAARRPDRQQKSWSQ
SMARCA2 act: SMARCA2 (BRM) function activators, primary screen, cell-based, luminescence, high throughput. MG213 cells, MMTV-luciferase reporter, dexamethasone, overnight. activation, % at 9.1 µM. 370,000 compounds, 1% hits. AID 652017, 2013; in the data active = activation above about 7.8%;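 note: 0% = vehicle wells and 100% = reference activator wells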
hcDAF12 agonist: H. contortus DAF-12 nuclear receptor activators, primary screen, cell-based, luminescence, HEK293, lit1-tk-luc reporter | HEK293 hcDAF-12 lit1-tk-luc reporter; 0% DMSO, 100% Δ7-dafachronic acid | activation, % at 6.8 µM | 370,000 compounds, 1.4% hits;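 active = activation above the mean of all tested compounds plus 3 SD, cut at about 5.5% in these data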;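 note: 100% = response to 3 µM Δ7-dafachronic acid high control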
An asterisk follows results filed as active; / = no result given. Rows were taken by chance; 6.7% or so of the library scored in one or more.

smiles,GAA850 FXN act,KLK7 zymogen act,DAX1 inh-1,GC-A act,hgDAF-12 ag,DAX1 inh-2,NPR2 activator,ssDAF-12 act,HGIII-sPLA2 inh,SMARCA2 act,hcDAF12 agonist
O=C1CC(N2CCN(c3ccccc3F)CC2)C(=O)N1c1ccc(F)cc1 (stereo not given),3.8,-0.1,1.3,4,0.6,-0.5,7,-0.8,-4,-1,0.2
COc1ccc(OCC(O)CN2C(=O)c3ccccc3S2(=O)=O)cc1 (stereo not given),-1.4,0.6,-0.4,-3,0.6,-0.3,7,-0.8,1,0,-1.6
CN(C)c1ccc(-c2nc3cnccn3c2Nc2ccc3c(c2)OCCO3)cc1,6.1,0.6,2.3,9,1.1,0.4,1,-0.5,4,-1,3.5
O=C(Nc1ccc(S(=O)(=O)N2CCOCC2)cc1)c1ccccc1F,-0.4,0.5,-1.6,1,-0.6,-0.6,-4,-0.9,-1,0,-0.4
O=C(Cc1ccc(Cl)c(Cl)c1)Nc1ccc(S(=O)(=O)Nc2ccon2)cc1,/,-1.2,/,2,4.1,0.3,1,0.8,-36,0,-2.5
CN(C(=O)COC(=O)C1(C)CC1(Cl)Cl)c1c(N)n(Cc2ccccc2)c(=O)[nH]c1=O (stereo not given),-1.1,0.0,1.1,0,-0.7,0.3,3,-1.0,11,-2,0.6
COc1ccc(C(=O)Nc2ccnn2C2CCN(CCC(C)c3ccc(C)o3)CC2)cc1 (stereo not given),-2.5,0.2,0.3,-2,-1.3,-1.6,1,-0.9,-8,0,-2.1
O=C(NCc1ccc2c(c1)OCO2)c1c(-c2ccccc2)sc2ccccc12,-0.1,0.0,1.7,-11,3.5,0.3,-15,-1.0,6,1,1.9
COc1ccccc1C(O)c1nccn1C (stereo not given),-0.2,-0.2,-0.3,-2,0.0,0.9,10,-1.5,2,-1,3.0
CCc1ccc(N(CC(=O)N2CCCC2)S(C)(=O)=O)cc1,1.3,0.1,-0.9,5,1.2,0.9,1,0.6,7,-2,-1.3
Cc1cccc(NS(=O)(=O)c2cc(Cl)ccc2Cl)n1,-0.5,0.4,-0.5,2,-1.2,-0.5,3,-1.0,-5,-1,-0.5
CC(=O)NC(CC(=O)NC(C)c1ccc(Cl)cc1Cl)c1ccccc1 (stereo not given),-3.2,0.3,-1.7,-8,-3.1,-0.6,-2,-2.2,-7,0,-1.7
COc1ccc([C@@H]2[C@@H]3C(=O)N(C(C)(C)C)C(=O)[C@@H]3[C@]3(Cc4ccc(Cl)cc4)C(=O)N(c4ccc(OC)cc4)C(=O)N23)cc1,-0.2,0.0,2.8,-3,-0.2,-0.2,-2,-0.9,-15,3,-1.5
COc1ccc(-c2nn3c(COc4ccccc4)nnc3s2)cc1OC,3.8,0.0,0.0,1,-1.3,-0.2,2,-1.5,-4,3,-0.2
O=C(NCCCCNC(=O)c1c(F)c(F)c(F)c(F)c1F)c1c(F)c(F)c(F)c(F)c1F,1.7,-0.3,-0.7,2,0.3,-0.4,2,-0.9,2,-1,-0.8
O=C(CSc1cccc(C(F)(F)F)c1)Nc1cc(S(=O)(=O)N2CCCC2)ccc1Cl,1.0,0.1,-0.8,1,0.5,-0.1,4,-0.8,-25,0,1.0
Cc1ccc(C(=O)/C=C\Nc2ccc(C)c(C)c2)cc1,5.2,-1.3,2.9,1,13*,1.3,3,0.3,-30,4,3.6
Cc1coc2c(C)c3oc(=O)cc(-c4ccccc4)c3cc12,0.6,-0.6,-0.3,-4,0.5,0.7,-3,-1.4,2,0,-1.2
NC(=O)C1CCN(C(=O)CCNS(=O)(=O)c2ccccc2F)CC1,1.4,0.1,1.0,4,-2.5,0.3,-1,-1.1,12,-2,-0.9
Cc1csc(SCC(=O)c2c(N)n(CC(C)C)c(=O)n(C)c2=O)n1,-4.5,-0.2,-1.4,3,0.0,-0.7,-4,-1.9,7,-4,-0.6
O=Cc1ccc(-n2cccn2)cc1,0.0,-0.7,1.4,-1,1.5,0.3,6,-1.3,0,-1,-2.2
Cc1nnc(SCC(=O)Nc2ccc3c(c2)OCO3)[nH]c1=O,3.2,0.6,0.2,2,0.3,0.2,-3,-0.5,2,1,-1.0
CCS(=O)(=O)N1CCCC(C(=O)c2ccc(OC)cc2C)C1 (stereo not given),-0.4,0.6,0.8,2,3.7,0.0,-4,-1.8,-5,-1,-1.2
CCOC(=O)c1ccc(OS(=O)(=O)c2ccccc2)c(OC)c1,4.6,-0.9,0.9,-1,16*,2.8,3,-0.1,-3,6,4.2
CCNC(=O)C1(C)CCN(Cc2noc(-c3c(C)noc3C)n2)C1 (stereo not given),0.5,-0.9,/,1,2.1,-0.9,0,-0.9,-6,-3,-0.2

For reference, part of the list above:
smiles,GAA850 FXN act,KLK7 zymogen act,DAX1 inh-1,GC-A act,hgDAF-12 ag,DAX1 inh-2,NPR2 activator,ssDAF-12 act,HGIII-sPLA2 inh,SMARCA2 act,hcDAF12 agonist
O=C1CC(N2CCN(c3ccccc3F)CC2)C(=O)N1c1ccc(F)cc1 (stereo not given),3.8,-0.1,1.3,4,0.6,-0.5,7,-0.8,-4,-1,0.2
COc1ccc(OCC(O)CN2C(=O)c3ccccc3S2(=O)=O)cc1 (stereo not given),-1.4,0.6,-0.4,-3,0.6,-0.3,7,-0.8,1,0,-1.6

Continued:
smiles,GAA850 FXN act,KLK7 zymogen act,DAX1 inh-1,GC-A act,hgDAF-12 ag,DAX1 inh-2,NPR2 activator,ssDAF-12 act,HGIII-sPLA2 inh,SMARCA2 act,hcDAF12 agonist
Cc1ccc(NC(=O)N(CCCN2CCOCC2)Cc2cccnc2)cc1C,0.4,0.3,1.2,2,-0.7,-0.2,0,-1.2,-4,-3,-0.6
CCCCN(C(=O)Cn1nnc2ccccc21)C(C(=O)NCc1ccco1)c1ccncc1 (stereo not given),1.8,-0.2,-1.0,1,1.5,-0.1,0,-1.4,0,0,-1.5
Cc1c(Cc2ccccc2)c(=O)oc2c(C)c(OC(C)C(=O)NCC3CCC(C(=O)O)CC3)ccc12 (stereo not given),0.8,-0.3,3.1,1,-2.8,0.9,-8,-1.0,8,3,0.6
O=C(NCCCN1CCCC1=O)C1CCN(S(=O)(=O)c2ccccc2)CC1,-0.9,0.3,0.2,4,-2.1,2.2,1,-0.3,4,-3,-2.2
CCCS(=O)(=O)c1c(S(=O)(=O)CCC)c2ccc(C(C)=O)cn2c1C(=O)OC,3.6,7.0,0.3,-16,1.1,0.7,-12,-1.4,-6,0,-2.6
O=C(CCc1nc(-c2ccccc2F)no1)Nc1cccnc1,2.0,-0.1,0.1,1,-1.9,0.4,1,-1.2,4,-1,-1.5
CCC(C)C(NC(=O)C(Cc1ccc(O)cc1)NC(=O)OCc1ccccc1)C(=O)OC (stereo not given),/,-0.6,/,-2,0.9,-0.8,-3,-0.3,-1,-2,0.4
COc1ccccc1C(C(=O)NC1CCCC1)N(C(=O)c1csnn1)C1CC1 (stereo not given),0.2,-0.4,-0.8,-10,-2.4,0.0,-5,-1.2,2,-2,-1.4
CC1(C)CC(=O)C=C(Nc2ccc(Cl)cc2)C1,-0.3,-0.2,0.2,-1,0.9,-0.6,-1,-0.3,-3,2,-2.2
Cc1cc(C(=O)Nc2ccccc2N2CCOCC2)c2ccccc2n1,-1.4,-0.1,-0.9,2,-1.9,0.0,-1,-0.9,1,1,-0.6
COc1ccc(Cl)cc1S(=O)(=O)Nc1ccncc1,2.4,-1.1,/,-1,-3.2,-0.1,2,-1.2,-35,-2,-1.1
CC1CCC(NC(=O)c2cc(S(=O)(=O)N3CCCCC3)c[nH]2)CC1 (stereo not given),-0.5,-0.7,0.1,-8,-2.7,-1.7,-5,-1.4,1,-4,-1.9
COCCN(C(=S)Nc1c(C)cccc1C)C(C)c1cccs1 (stereo not given),0.4,0.5,0.0,-3,1.6,0.0,-3,-0.8,4,-2,-0.9
CC1CCC2(CC1)NC(=O)N(CC(=O)NC(=O)NC1CCCC1)C2=O (stereo not given),-1.0,0.2,0.1,4,1.3,1.2,0,-0.8,1,-3,-0.8
Cc1ccc(NC(=O)CC(C)CC2=NS(=O)(=O)c3ccccc3N2)cc1 (stereo not given),0.4,-0.5,-0.3,-4,-0.8,0.1,-7,-0.7,-4,-1,-2.0
COC(C(=O)Nc1ccc(S(=O)(=O)Nc2c(C)cccc2C)cc1)c1ccccc1 (stereo not given),-0.5,0.1,-1.3,4,1.7,-0.1,-3,-1.5,-30,-1,-0.3
COc1ccc2nc(NC(=O)CSc3nc(SC)ns3)sc2c1,4.4,-0.3,-2.0,-2,6.0,0.3,-4,-0.3,-28,1,2.5
CCCC(=O)Nc1cc(OC)c(NC(=O)NC2CCCCC2)cc1OC,2.3,0.3,0.0,-3,-0.5,0.4,-2,-1.1,6,-1,-2.0
CN(C(=O)CSc1nncn1-c1ccccc1)c1ccccc1,0.1,0.2,0.9,3,-0.2,-0.1,1,-1.1,0,-1,-1.8
COc1ccc(C(=O)NCC(=O)N2CCC(C)CC2)cc1OC,0.2,-0.6,-0.3,2,-0.5,-0.9,5,-1.3,5,-4,-0.5
CSc1ccc(CN2CCN(C(C)C)C(CCO)C2)cc1 (stereo not given),2.1,-0.5,0.9,-2,-0.6,0.4,-7,-1.7,5,1,0.4
O=C(NCc1cccs1)c1ccc(-c2ccc(F)c(F)c2)c2ccoc12,4.3,0.1,/,2,0.9,-0.4,10,-1.1,-11,0,-1.8
NC(=NC(=O)c1ccc(OCC(F)(F)F)nc1)c1ccccc1,1.6,-0.8,-0.5,-40,2.9,0.0,-14,-0.7,0,-1,0.3
COc1ccc(CCNc2cc(-c3ccccc3)nc3ncnn23)cc1,-2.1,-0.6,-1.6,-5,-3.9,-1.3,-8,-2.0,3,-5,-3.4
O=C(COC(=O)/C=C/c1ccc([N+](=O)[O-])cc1)NNC(=O)c1ccccc1,0.1,-0.7,-0.7,-1,0.1,0.1,-5,-0.6,-5,-1,0.8
Cc1csc(-c2coc3cc(O)cc(C)c3c2=O)n1,3.4,0.2,2.7,2,9.5,0.8,1,1.6*,-16,9.0*,13*
CCOC(=O)C1=C(C)N(C[C@@H]2CC[C@@H](Cc3ccc(-c4ccccc4)cc3)O2)C(=O)NC1c1ccc(Cl)cc1 (stereo not given in full),0.5,0.8,2.1,-2,1.4,-0.1,2,-1.0,4,-3,3.4
